Compound activity as filed in PubChem.
GPR151 ag: activators of human GPR151, primary screen, cell-based, PathHunter beta-arrestin, luminescence; PathHunter beta-arrestin GPR151 cells; activation, % at 11.2 µM; actives 1% (n = 650,000); in the data active = activation above about 4.9%;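 also: 0% = median of compound wells and 100% = cells with positive control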
Target sequence (Q8TDV0 whole entry, looked up): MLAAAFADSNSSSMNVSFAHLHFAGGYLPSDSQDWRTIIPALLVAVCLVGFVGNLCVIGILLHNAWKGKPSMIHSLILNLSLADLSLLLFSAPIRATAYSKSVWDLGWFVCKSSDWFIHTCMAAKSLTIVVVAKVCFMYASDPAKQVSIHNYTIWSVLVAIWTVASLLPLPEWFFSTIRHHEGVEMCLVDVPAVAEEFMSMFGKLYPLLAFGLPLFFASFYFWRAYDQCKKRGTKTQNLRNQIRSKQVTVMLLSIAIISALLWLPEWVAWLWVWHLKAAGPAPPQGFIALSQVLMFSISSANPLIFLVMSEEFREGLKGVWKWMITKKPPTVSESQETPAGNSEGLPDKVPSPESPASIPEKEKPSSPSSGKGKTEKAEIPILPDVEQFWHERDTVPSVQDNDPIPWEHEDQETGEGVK
MITF primary: MITF inhibitors, primary screen, biochemical, AlphaScreen, human; AID 1259374, 2018; inhibition, % at 2.6 µM; AlphaScreen MITF homodimerization, bead proximity signal; Microphthalmia-associated transcription factor (Homo sapiens), O75030; actives 0.91% (n = 650,000); in the data active = inhibition above about 50%;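 also: 0% = vehicle wells with protein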
Target sequence (O75030 whole entry, looked up): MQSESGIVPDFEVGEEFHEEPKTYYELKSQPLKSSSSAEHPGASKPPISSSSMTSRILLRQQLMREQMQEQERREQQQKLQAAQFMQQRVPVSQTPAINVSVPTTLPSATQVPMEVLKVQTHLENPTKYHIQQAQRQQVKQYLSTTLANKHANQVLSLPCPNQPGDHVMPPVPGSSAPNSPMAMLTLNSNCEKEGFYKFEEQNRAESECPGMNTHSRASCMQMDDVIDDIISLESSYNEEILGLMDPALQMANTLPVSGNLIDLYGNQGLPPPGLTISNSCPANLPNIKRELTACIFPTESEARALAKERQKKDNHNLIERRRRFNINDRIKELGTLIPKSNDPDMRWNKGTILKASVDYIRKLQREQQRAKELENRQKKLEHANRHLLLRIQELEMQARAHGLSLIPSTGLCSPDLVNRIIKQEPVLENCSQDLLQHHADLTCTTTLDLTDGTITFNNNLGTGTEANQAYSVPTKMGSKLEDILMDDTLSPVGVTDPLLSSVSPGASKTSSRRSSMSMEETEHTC
TEAD-YAP inh: TEAD-YAP interaction inhibition, primary screen, TEAD-YAP interaction inhibitor project, luminescence, HEK-TIYL cells | TEAD-Gal4/YAP UAS-luciferase luminescence | inhibition, % at 9.12 µM | actives 1.4% (n = 640,000) | AID 1259422, 2018; in the data active = inhibition above about 32%;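 also: 0% = median of test compound wells and 100% = reference inhibitor wells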
FBW7 act: FBW7 E3 ligase activators, primary screen, biochemical, AlphaScreen, human; F-box/WD repeat-containing protein 7 (Homo sapiens), Q969H0; AlphaScreen FBW7–phospho-cyclin E peptide binding, activator screen; normalized activity (activation), % at 26.1 µM; actives 0.13% (n = 650,000); in the data active = normalized activity above about 1.9%;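 also: purified mutant Fbw7 with reduced substrate affinity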
An asterisk follows results filed as active; & = joins results of further samples.

SMILES	GPR151 ag	MITF primary	TEAD-YAP inh	FBW7 act
COc1ccc(Cl)cc1Nc1ncnc2sc3c(c12)CCCC3	0.5	-4	-12	-0.1
CCC(C)(C)C1CCC2(CC1)NC(=O)NC2=O (stereo not given)	-1.2	-2	-12	-0.1
COc1cc2c(cc1OC)CN(C(=S)NCc1ccc3c(c1)OCO3)CC2	3.1	3	5	0.1
COc1ccc(COC(=O)C2=C(C)NC3=C(C(=O)CCC3)C2c2cc3c(cc2Cl)OCO3)cc1 (stereo not given)	-0.4	-3	6	0.7
O=C1CSC(=S)N1Cc1ccco1	-0.6	12	23	-0.1
O=C(Nc1cccc2nsnc12)c1ncn[nH]1	-0.3	10	-25	-0.6
CCNC(=S)Nc1cccc(C(=O)O)c1	-0.5	15	1	-0.2
CN1CCc2c(sc(NC(=O)C3CC3)c2C(N)=O)C1	-2.1	9	2	0.6
Cc1cc(C(=O)Nc2nnc(C(C)(C)C)s2)ccc1[N+](=O)[O-]	-0.5	10	-68	-0.1
C=CCNS(=O)(=O)c1sc2c(c1C(=O)OC)CCN(CCC(C)c1ccccc1)C2 (stereo not given)	-0.8	-10	-2	0.1
O=C(CSc1ccsc1[N+](=O)[O-])NCc1ccc2c(c1)OCO2	-2.1	5	-36	-0.2
Cc1cc(NS(=O)(=O)c2ccc(C)c([N+](=O)[O-])c2)ccc1Br	1.0	-26	2	-0.1
Cc1ccc(-c2nsc3c(N4CCC(C(N)=O)CC4)ncnc23)cc1	0.2	17	-71	0.0
O=C(NC1CC1)C1CCCN(c2ccc(-n3cccn3)nn2)C1 (stereo not given)	-1.1	12	-7	-0.8
CCCCOc1ccc(-c2nc(C=NCc3ccccc3)c(O)o2)cc1	0.8	-1	-2	0.6

Nothing new here: an excerpt of the list.
SMILES	GPR151 ag	MITF primary	TEAD-YAP inh	FBW7 act
CCC(C)(C)C1CCC2(CC1)NC(=O)NC2=O (stereo not given)	-1.2	-2	-12	-0.1
COc1cc2c(cc1OC)CN(C(=S)NCc1ccc3c(c1)OCO3)CC2	3.1	3	5	0.1

Going on with the list:
SMILES	GPR151 ag	MITF primary	TEAD-YAP inh	FBW7 act
Cc1cccc(OCCNC(=O)c2cncc(Br)c2)c1	-0.7	3	-7	-0.1
COc1cc(-c2nnc(CSc3ccc(F)cc3)o2)cc(OC)c1OC	-0.4	-9	3	0.1
Cc1cccc(OCC(=O)N2CCN(S(=O)(=O)c3ccc4ccccc4c3)CC2)c1	-0.6	15	-8	0.5
Cn1ncc2c(Nc3cccc4c3CCCC4)ncnc21	-0.1	-7	-1	0.8
O=S1(=O)CCC(NCc2cccs2)C1 (stereo not given)	1.6	5	2	0.1
COCCOC(=O)C1=C(C)NC2=C(C(=O)CCC2)C1c1cccc(Oc2ccccc2)c1 (stereo not given)	-0.7	-13	5	0.0
O=C(O)CCCC(=O)N1CCN(c2ccccc2)CC1	-0.6	-13	7	-0.3
O=C(NC(=O)c1cccc(F)c1)OC1CCS(=O)(=O)C1 (stereo not given)	0.7	-1	-5	0.0
CCN(CC)CCCC(C)Nc1ccnc2cc(Cl)ccc12 (stereo not given)	-0.6&1.9&-1.2	13&-4&-8	-7&-3	-0.1&0.1&0.0
CCc1ccc(NC(=O)CSc2nc3ccccc3c(=O)n2CCNC(C)=O)cc1	-1.8	5	0	-0.1
Cc1n[nH]c(C)c1S(=O)(=O)N1CCCC(C(=O)Nc2ccc(F)c(F)c2)C1 (stereo not given)	1.5	1	7	-0.3
CC1=NN(c2ncccc2[N+](=O)[O-])C(=O)c2ccccc2O1	0.5	-10	-9	0.1
CSc1ccc(CNc2ccc(S(N)(=O)=O)cc2)cc1	0.7	9	-5	0.3
CCOC(=O)c1c(N)n(-c2cccc(C(=O)O)c2)c2nc3ccccc3nc12	-0.8	2	3	0.1
CC(=O)Nc1ccc(/C=C2/SC(=Nc3ccccc3)NC2=O)cc1	1.3	3	-4	-0.1

4 entries picked at random from those above, as already listed:
SMILES	GPR151 ag	MITF primary	TEAD-YAP inh	FBW7 act
O=S1(=O)CCC(NCc2cccs2)C1 (stereo not given)	1.6	5	2	0.1
CN1CCc2c(sc(NC(=O)C3CC3)c2C(N)=O)C1	-2.1	9	2	0.6
O=C(NC(=O)c1cccc(F)c1)OC1CCS(=O)(=O)C1 (stereo not given)	0.7	-1	-5	0.0
CCOC(=O)c1c(N)n(-c2cccc(C(=O)O)c2)c2nc3ccccc3nc12	-0.8	2	3	0.1

(next part)
SMILES	GPR151 ag	MITF primary	TEAD-YAP inh	FBW7 act
CC1C(=O)NCCN1C(=O)C1CCCN(S(=O)(=O)c2ccc(Cl)cc2)C1 (stereo not given)	0.9	-1	9	0.3
CC(C)CC1(C)NC(=S)N(c2ccccc2)N1 (stereo not given)	-0.8	-7	-16	-0.2
CC(=O)Nc1sc2c(c1C(c1cccnc1)N1CCN(C)CC1)CCCC2 (stereo not given)	2.5	-9	0	0.1
O=[N+]([O-])c1cc(S(=O)(=O)N2CCOCC2)ccc1N/N=C/c1cccc(F)c1	0.6	2	-7	0.1
Cc1cc(C)c2c3c(sc2n1)C1(CCSC1C)C(C#N)=C(N)O3 (stereo not given)	3.7	-1	6	0.0
O=C(Nc1ccc(-c2nc3ncccc3o2)cc1)c1ccccc1Cl	-1.4	2	-55	0.0
Cc1c(C(=O)N(C)Cc2ccccc2)sc2ncnc(N3CCN(c4ccccc4F)CC3)c12	0.2	13	-2	1.6
CC(=O)OCCCNC(=O)/C(=C/c1ccc2c(c1)OCO2)NC(=O)c1ccc(Br)cc1	0.0	-16	8	0.1
O=C(Nc1cccc2c1C(=O)c1ccccc1C2=O)c1ccc(Cl)s1	1.9	-6	7	0.0
O=C(O)C1C2CCC(O2)C1C(=O)Nc1ccc2c(c1)OCO2 (stereo not given)	-0.1	9	-15	-0.1
COc1ccc(/C=C2/SC(=Nc3ccccc3)NC2=O)cc1	0.0	-2	-2	-0.3
CC(=O)C1=C(C)NC(SCC(=O)NC23CC4CC(CC(C4)C2)C3)=C(C#N)[C@@H]1c1ccccc1[N+](=O)[O-]	0.6	12	-1	0.3
COCCNC(=S)N/N=C(\C)c1ccc(O)cc1	-0.5	8	4	0.3
Cc1ccc(N(C(=O)C(C)(C)C)C2C=CS(=O)(=O)C2)cc1C (stereo not given)	0.4	8	1	0.2
CSc1cccc(CN[C@H]2C[C@H]3C(=O)N[C@@H](C(C)C)C(=O)N3C2)c1	0.0	-12	0	0.0
CSc1ccc(CCNC(=O)Cn2ncc3c(=O)oc4ccc(C)cc4c32)cc1	0.1	-10	-3	0.0
CCCOC(=O)c1ccc(NC(=O)c2cnccn2)cc1	0.0	9	-46	0.0
O=C(Nc1ccc(NC(=O)c2ccc(Br)cc2)cc1)c1ccncc1	-0.6	-6	-1	-0.2
CCOc1cc(C(=O)Nc2ccc3c(c2)C(=O)NCCO3)cc(OCC)c1OCC	-1.0	2	1	-0.1
COc1ccc(CCN(C)C2CCCN(C(=O)c3cnn(C(C)C)c3)C2)cc1OC (stereo not given)	0.5	11	-10	0.1
C=C1N(c2ccc(C)cc2)C(=O)OC1(C)C	0.4	19	-2	0.2
O=C(Nc1cnn(-c2cccc(C(=O)Nc3cccc(Cn4cncn4)c3)c2)c1)Nc1ccccc1Cl	-1.5	10	5	0.4
Cc1cccc(NC(=S)NNC(=O)Cc2ccccc2)c1	-1.1	-1	-1	0.0
Cn1c(SCC(=O)NCc2ccccc2)nnc1-c1cc2ccccc2cc1O	0.7	16	2	0.0
COc1cccc(CNC(=O)c2cc3c(=O)n(C)c4ccccc4c3n2C)c1	-0.4	2	4	0.3
Cc1ccsc1/C=C1\N=C(c2ccccc2)OC1=O	0.3	2	2	-0.1
COc1ccc(-n2c(SCc3cc(=O)n4c(C)cccc4n3)nc3[nH]ncc3c2=O)cc1	-1.6	7	7	0.2
CC1CC(C)CN(S(=O)(=O)c2ccc(Sc3ccc(Br)cc3)c(C(=O)O)c2)C1 (stereo not given)	0.1	7	8	0.1
CC1(C)CC(=NO)CC(C)(C)N1OC(=O)c1ccccn1	0.4	-5	-1	-0.2
CS(=O)(=O)N(CC(=O)Nc1ccc(C(F)(F)F)cc1)c1cccc([N+](=O)[O-])c1	1.4	4	4	-0.2
CCOc1ncccc1C(=O)N[C@@H](CCSC)c1nc2ccccc2[nH]1	-0.8	-7	-7	0.4
CC12CN3CCN(CC(C3)/C1=N\NC(=O)Nc1cccc(Cl)c1)C2	-0.9	22	-11	0.1
O=C(O)C1CC=CCC1C(=O)Nc1cccc(F)c1 (stereo not given)	1.4	-3	5	-0.1
CCc1ccc(CNC(=O)C(=O)NCc2ccccc2)cc1	0.0	8	-1	0.0
Cc1cc2nc(-c3ccc(=O)[nH]c3)[nH]c2cc1C	1.8	-15	-14	0.0
CCC(=O)N/C(N)=N/c1nc(C)c2ccc(OC)cc2n1	1.8	12	16	0.2
SCCCCOc1ccc2ccccc2c1	1.6	-9	-1	0.0
CC1=C(C(=O)OCCOc2ccccc2)C(c2ccc(C)s2)C2=C(CCCC2=O)N1 (stereo not given)	0.2	2	5	0.1
Cc1ccc(C(=O)Nc2c3c(nn2-c2cccc(Cl)c2)CS(=O)C3)cc1 (stereo not given)	1.6	3	-3	0.0
COc1cc(NC(=O)c2ccc3nc(N4CCCC4CO)sc3c2)cc(OC)c1OC (stereo not given)	-0.9	16	-15	0.0
COc1ccc(C2=NN(C(=O)CSc3nnc(CNC(=O)c4cccc(F)c4)n3C)C(c3ccc(F)cc3)C2)cc1 (stereo not given)	1.3	-2	13	0.0
CCN(c1ccccc1C)S(=O)(=O)c1nnc(NC(=O)c2ccccc2)s1	0.2	9	6	0.3
N#CC(C(=O)NCc1ccccc1)c1nc2ccccc2nc1N1CCC(C(N)=O)CC1 (stereo not given)	-1.0	11	14	0.0
CC(=O)c1c(C)nc2c(C#N)c(C)n(-c3ccc(Br)cc3)c2c1-c1ccccc1	1.2	0	-4	-0.1
O=S(=O)(Cc1ccccc1)N1CCN(CC2CC3C=CC2C3)CC1 (stereo not given)	0.5	37	1	0.0
c1ccc(CCn2nnnc2CN2CCOCC2)cc1	0.1	2	2	0.2
COC(=O)c1ccc(C(=O)Oc2ccc3nc(N4CCN(C)CC4)sc3c2)cc1	-0.3	14	-22	0.1
CC(=O)Nc1ccc(Nc2nc(Nc3ccc(-n4ccnc4)cc3)nc3c2ncn3Cc2ccc(C(F)(F)F)cc2)cc1	1.9	-6	8	0.4
Cc1ccc(OCCCN2CCCC2)c([N+](=O)[O-])c1	0.0	38	0	-0.1
CN(C)CCNC(=O)c1ccc2c(c1)CC(c1nc3c(F)cc(-c4ccnc(N)n4)cc3[nH]1)CO2 (stereo not given)	0.3	-24	-6	-0.2
O=C(CCc1ccccc1)Nc1ncc(S(=O)(=O)c2ccc([N+](=O)[O-])cc2)s1	-1.4	7	-4	0.1
COc1ccc(-c2noc(N3CCN(c4cccc(C)c4C)CC3)n2)cc1OC	0.5	1	-8	0.0
C=CCNS(=O)(=O)c1c(C)cc(C)cc1C	-0.5	1	0	0.0
O=C(CN1CCOCC1)N1N=C(c2ccc(Cl)cc2)CC1c1ccco1 (stereo not given)	-0.3	-2	1	-0.3
CCOc1cc(C2C(C#N)=C(N)Oc3n[nH]c(-c4ccc(OC)cc4)c32)cc([N+](=O)[O-])c1OC(=O)c1cccs1 (stereo not given)	0.2	-2	6	-0.1
COc1ccc(N(C(=O)Nc2cccc(Cl)c2)C2=NCCC2)cc1	1.8	7	-38	0.7
O=C(Cc1ccc([N+](=O)[O-])cc1)N/N=C/c1ccc(O)cc1	-1.1	6	2	0.1
CC(=O)Nc1ccc(NC(=O)CCC2CCCCC2)cc1	-0.5	-2	12	0.1
COCCCNC(=O)C1CCN(c2ccc(N3CCOCC3)nn2)CC1	-0.9	22	-3	-0.1
